Screens from PubChem.
RXFP1 antag = RXFP1 (human) relaxin receptor antagonism | Q9HBX9 | HEK293-RXFP1, relaxin-stimulated cAMP HTRF, 30 min; stronger effect = lower value | activity change, negative = inhibition, % at 57.5 µM | actives 0.59% (n = 350,000);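 active = activity change of -60% or lower, but not beyond a set lower limit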; also: % is scaled to controls: 0 for no effect and ±100 for the full control effect
D1 antagonist = human D1 dopamine receptor antagonism; HEK293 TREx D1 cells, calcium flux, dopamine EC80; stronger effect = lower value; activity change, negative = inhibition, % at 10 µM; actives 3.2% (n = 360,000); in the data active = activity change below about -30%; also: % is scaled to controls: 0 for no effect and ±100 for the full control effect
Target sequence (P21728 whole entry, looked up): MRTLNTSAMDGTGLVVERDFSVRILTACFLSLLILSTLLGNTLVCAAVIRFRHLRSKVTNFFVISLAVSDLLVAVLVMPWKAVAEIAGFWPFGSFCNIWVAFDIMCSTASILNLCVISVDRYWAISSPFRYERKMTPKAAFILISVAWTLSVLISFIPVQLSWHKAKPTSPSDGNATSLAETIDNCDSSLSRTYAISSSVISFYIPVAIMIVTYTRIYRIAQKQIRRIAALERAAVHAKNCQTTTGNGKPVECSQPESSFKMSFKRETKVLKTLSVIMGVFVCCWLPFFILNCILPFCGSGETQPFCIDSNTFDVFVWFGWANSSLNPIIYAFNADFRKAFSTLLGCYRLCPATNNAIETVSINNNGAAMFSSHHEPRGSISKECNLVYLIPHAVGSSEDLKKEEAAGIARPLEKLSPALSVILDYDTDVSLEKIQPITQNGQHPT
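Using tetracycline-induced force-coupled D1 Hek293 cells and a calcium dye, signals were followed for 180 s after compound, then for 180 s after EC80 dopamine, to detect inhibitors.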
D2 potentiator = positively modulates the human D2 dopamine receptor allosterically; P14416; HEK293 T-REx D2, calcium flux, EC20 dopamine potentiation; potentiation, % at 10 µM; actives 0.34% (n = 340,000);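 active = potentiation over 3 SD above the plate norm, cut at about 30% in these data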; also: 0% is about no effect
Target sequence (P14416 whole entry, looked up): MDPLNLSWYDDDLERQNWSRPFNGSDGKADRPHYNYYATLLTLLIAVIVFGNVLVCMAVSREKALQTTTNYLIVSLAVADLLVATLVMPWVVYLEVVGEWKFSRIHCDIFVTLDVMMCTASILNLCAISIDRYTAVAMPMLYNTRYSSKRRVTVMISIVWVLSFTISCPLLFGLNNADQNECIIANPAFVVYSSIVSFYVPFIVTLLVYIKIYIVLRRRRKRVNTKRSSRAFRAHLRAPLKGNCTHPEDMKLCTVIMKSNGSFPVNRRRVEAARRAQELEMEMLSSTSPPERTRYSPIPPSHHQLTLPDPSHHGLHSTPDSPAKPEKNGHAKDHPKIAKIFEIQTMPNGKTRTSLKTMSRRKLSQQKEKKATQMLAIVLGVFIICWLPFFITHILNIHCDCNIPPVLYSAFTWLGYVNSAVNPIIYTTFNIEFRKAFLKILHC
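Cells plated with tetracycline inducer and held overnight at 30 C; calcium dye loaded 30–90 min at room temperature; baseline taken, compound added and read 180 s; EC20 dopamine then added and read 180 s.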
TRHR enhancer = allosteric enhancers of human TRH receptor; actives 0.66% (n = 360,000); TRHR cells, fluo-8 calcium fluorescence, EC20 TRH enhancement; AID 493056; enhancement, % at 2 µM; P34981; in the data active = enhancement above about 30%; also: 0% is about no effect
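TRHR-expressing cells loaded with fluo-8 calcium dye were read kinetically (ex 480/em 530) during compound addition, then stimulated with an EC20 of TRH (10 nM final). Enhancement of the Gq-mediated intracellular calcium response was scored.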
TRHR ag = TRH receptor (human) agonism. TRHR cells, calcium flux fluo-8, FDSS agonist mode. actives 0.18% (n = 360,000). P34981. activation, % at 2 µM; also: 0% is about no effect
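TRHR-expressing cells loaded with fluo-8 calcium dye; 23 nL library compound pin-transferred, kinetic FDSS fluorescence (Ex 480/Em 530) recorded about 180 s for agonist-induced calcium release, before a 10 nM TRH EC20 addition for potentiator mode.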
D1 PAM = human D1 dopamine receptor positive modulation; potentiation, % at 10 µM; HEK293 TREx D1 cells, calcium flux, dopamine EC20 potentiation; actives 0.036% (n = 360,000); AID 504651; in the data active = potentiation above about 30%; also: 0% is about no effect
D2 antagonist = D2 dopamine receptor (human) antagonism | P14416 | HEK293 TREx D2 cells, calcium flux, dopamine EC80 | inhibition, % at 10 µM | actives 2% (n = 340,000); in the data active = inhibition above about 30%; also: 0% is about no effect
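Dopamine at EC80 is the agonist stimulus; test compounds precede it by 180 s. Calcium flux read kinetically in a force-coupled, inducible HEK293 T-REx D2 cell line.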
D1 agonist = human D1 receptor agonism; P21728; HEK293 T-REx D1 cells, calcium flux, agonist mode; activation, % at 2 µM; actives 1% (n = 360,000); AID 504660; also: 0% is about no effect
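Tetracycline-induced HEK293 TREx D1 cells, force-coupled to calcium signalling, were dye-loaded with a no-wash calcium kit. Compound was pin-added after a 10 s baseline. Fluorescence was read kinetically at 1 cycle/s for 180 s, with calcium rises flagged as agonism.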
D2 ag = agonists of human D2 dopamine receptor. HEK293 T-REx D2 cells, calcium flux agonist mode. activation, % at 2 µM. actives 0.53% (n = 340,000). AID 485358;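 active = activation over 3 SD above normal in the single-dose calcium agonist read, cut at about 30% in these data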; also: 0% is about no effect
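In this primary screen, compounds producing a positive calcium signal within 180 s of addition to tetracycline-induced, force-coupled HEK293 Trex D2 cells are flagged; cells are dye-loaded with a no-wash calcium kit beforehand.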
* hit, by the source's call; x = no result given; & = joins results of further samples. Rule as the data show it, unless noted: active = activation above about 30%; inactive = the rest.

smiles,RXFP1 antag,D1 antagonist,D2 potentiator,TRHR enhancer,TRHR ag,D1 PAM,D2 antagonist,D1 agonist,D2 ag
CCOC(=O)c1c(NC(=O)c2ccc(C)cc2)sc2c1CC(C)(C)OC2,-4.5,-0.1,-0.6,8.4,3.4,-2.4,17.0,2.6,0.2
CCOc1ccc(NC(=O)Cn2nnc(C(=O)NCc3cccs3)c2N)cc1,19.6,0.4&-0.1,16.8&6.7,0.9&7.0,0.1&0.8,-8.7&-2.4,1.3,9.3&-0.5,0.1&0.6
COC(=O)c1ccc(C2C(C(=O)c3cc4ccccc4o3)=C(O)C(=O)N2CCCN(C)C)cc1 (configuration not stated),-4.4,-1.1,2.0,-3.9,-0.1,-8.2,0.5,3.1,0.5
O=C(NC1CCCc2ccccc21)C1CCN(S(=O)(=O)c2ccccc2)CC1 (configuration not stated),-19.2,-20.4,3.7,5.8,-0.3,-8.5,-5.7,2.0,0.1
Cc1ccc(-c2n[nH]c(=O)c3ccccc23)cc1S(=O)(=O)NCCN1CCOCC1,-8.0,-8.1,-2.4,-3.8,0.4,3.2,-8.8,1.4,0.0
Cc1nn(C)c(C)c1NS(=O)(=O)c1ccc(Cl)cc1,-7.4,-11.7,3.0,-5.6,-0.6,4.0,-5.7,4.8,0.3
CN(C)CCCNc1oc(/C=C/c2ccccc2)nc1C#N,-7.1,-2.5,-3.9,4.1,-0.7,11.3,-5.6,6.4,0.6
Cc1ccc(C)c(SCC(=O)NC(=O)NC2CCCC2)c1,-2.2,-8.0,-2.3,-16.5,-1.1,-2.8,21.7,2.4,0.6
O=C(CSc1nnc(NC(=O)C2CC(=O)N(c3ccc(F)cc3)C2)s1)NC1CCCC1 (configuration not stated),-9.8,-1.2,0.0,-3.7,0.3,-0.5,-20.3,0.3,-0.3
Cc1cccc(OCCC(=O)Nc2ccc(Cl)cc2F)c1,4.9,-4.0,-0.7,1.0,-0.4,-1.9,-0.9,0.3,-0.6
CCCCn1c(=O)c(C(=O)c2ccccc2)nc2ccccc21,-2.0,-1.3,-6.8,-3.6,0.0,4.9,-7.5,0.9,-2.0
COc1ccc(NC(=O)/C=C/c2ccc(F)cc2)cn1,0.9,16.3,-16.5,10.0,0.6,4.6,-14.1,2.7,-0.2
CC1(O)N(CCC(=O)Nc2cccc(F)c2)C(=O)OC12CCCCC2 (configuration not stated),11.8,0.1,-3.7,-5.4,0.1,-4.2,-21.9,1.9,0.1
COc1ccc2[nH]c(=O)c(CN(C)C(=O)c3cccs3)cc2c1,-2.3,-11.5,-6.4,-0.5,0.4,-2.4,4.6,5.4,-0.5
CCCn1c(SCC(=O)Nc2ccccc2Cl)nc(O)cc1=O,-14.2,-9.2,22.3,-3.3,-1.4,4.3,16.8,10.7,-0.9
CCOC(=O)c1cc(CC)sc1NC(=O)Cc1ccccc1,3.1,-22.0,-1.7,-5.6,-0.3,-4.2,-20.1,2.8,-2.6
CC(C)N(Cc1ccccc1)C(=O)c1nc(-c2ccc(Cl)cc2)n2c1CCCCC2,-35.7,-2.6,6.9,16.3,-0.5,2.5,x,-1.1,-0.7
C/C=C(\C)CN1CCCC(CO)(Cc2ccccc2)C1 (configuration not stated),-12.2,-20.4,4.3,17.2,0.3,-4.9,-13.0,2.2,-0.1
O=C(COC(=O)c1cncc(Br)c1)NCc1ccccc1,-8.7,-25.3,3.6,3.1,0.5,-4.7,-5.2,2.5,0.3
CC1CC(C)CN(c2ccc(C(=O)OCC(=O)NC3CCCc4ccccc43)cc2[N+](=O)[O-])C1 (configuration not stated),-6.1,-0.3,8.3,2.4,-0.1,-2.2,2.5,1.7,0.5
CCOc1c(C)cnc2c1c(=O)n(Cc1ccc(Cl)cc1)c(=O)n2C,7.9,-15.9,19.5,5.8,-0.3,-6.8,-3.4,3.0,0.0
COc1ccc(C2CC(c3ccc4ccccc4c3)=NN2C(=O)CN2CCC(C(N)=O)CC2)cc1 (configuration not stated),-16.1,-11.1,0.7,-5.6,1.4,-0.4,9.1,3.3,0.8
CCCn1c(C)cc(C(=O)CSc2nc3ccccc3c(=O)n2Cc2ccco2)c1C,-8.9,-1.1,3.0,-8.7,0.4,-2.8,-10.2,2.9,0.0
CCOC(=O)CSc1nc2c(c(=O)[nH]c(=O)n2C)n1CCc1ccccc1,-11.5,16.4,16.9,5.0,0.0,13.3,0.4,1.1,0.2
C=C(C)C(=O)Nc1cccc(C2=NOC3(C2)C[C@@H](C(N)=O)N(C(=O)/C(C)=C/C)C3)c1 (some centres not stated),x,3.5,-6.8,3.3,-0.1,3.2,-23.4,0.8,-0.6
O=C(c1ccc(S(=O)(=O)N2CCCC2)cc1)N1CCN(S(=O)(=O)c2cccc(F)c2)CC1,2.6,-6.8,-0.1,-0.6,-0.1,-3.6,-19.2,0.4,0.2
COc1ccc(-n2nc(C(=O)NCc3ccc(F)cc3Cl)c3c4ccccc4n(C)c3c2=O)cc1Cl,-5.4,0.2,18.2,1.1,0.6,5.6,x,1.1,-0.3
CCOC(=O)c1cc2c(=O)n3ccccc3nc2n(Cc2ccco2)c1=NC(=O)c1ccc(Br)cc1,-15.7,-21.2,7.8,-8.9,4.9,-3.4,x,8.8,0.6
Cc1ccc2oc(-c3ccc(C)c(NC(=S)NC(=O)c4cccs4)c3)nc2c1,-8.2,-17.0,16.6,-0.7,0.3,-4.0,-10.0,1.3,1.2
Cc1cc(=O)[nH]c(Cc2ccc(OC(C)C)cc2)n1,-2.8,-75.7*,-14.0,3.1,0.0,-4.3,1.9,0.7,0.2
CN(C(=O)c1ccc2c(c1)N(Cc1ccc(F)cc1)C(=O)c1ccccc1S2(=O)=O)C1CCCCC1,x,8.5,-3.6,-10.9,0.2,2.0,x,-0.2,0.7
O=C(Nc1ccc2c(c1)OCO2)c1cccc(F)c1,-0.5,5.4,2.7,3.5,-0.3,-6.4,7.2,0.3,-0.4
COc1ccc(/C=C2/C(=N)N3N=C(CC(=O)N4CCCC4)SC3=NC2=O)cc1,-1.2,-1.5,3.1,3.4,0.7,-3.9,3.5,6.7,-0.8
COc1cc(C)nc(Oc2ccc(=O)n(C)n2)n1,x,2.2,6.9,3.9,0.6,9.2,-18.0,3.1,0.6
FC(F)(F)c1cccc(Cn2nnnc2-c2ccc(Cl)cc2)c1,4.6,-39.4*,4.6,2.5,-0.2,-15.2,3.3,21.2,-1.8
CCOc1ccccc1N1CC(c2nc3ccccc3n2CCCOc2ccc(OC)cc2)CC1=O (configuration not stated),-1.4,26.7,3.6,-20.0,-1.3,-0.5,x,0.4,x
O=C(COC(=O)C12CC3CC(CC(C3)C1)C2)NCCCc1ccccc1,-35.1,6.2,22.0,-2.1,-0.3,-5.8,14.5,5.9,0.1
COc1ccc(CCC(C)NCc2ccc(Cl)c(Cl)c2)cc1 (configuration not stated),-8.6,4.2,-21.5,4.2,0.4,-1.6,-12.3,31.7*,0.1
c1ccc2c(c1)oc1c(NCc3ccc4c(c3)OCO4)ncnc12,-14.0,4.4,13.7,10.1,0.0,-6.5,-0.9,7.8,0.0
CC(C)CN1CCN(Cc2cc3ccccc3[nH]2)CC1CCO (configuration not stated),1.5,20.2,-6.3,-6.3,5.0,-1.2,-10.6,4.8,7.7

Molecules from the list above containing bromine:
smiles,RXFP1 antag,D1 antagonist,D2 potentiator,TRHR enhancer,TRHR ag,D1 PAM,D2 antagonist,D1 agonist,D2 ag
O=C(COC(=O)c1cncc(Br)c1)NCc1ccccc1,-8.7,-25.3,3.6,3.1,0.5,-4.7,-5.2,2.5,0.3
CCOC(=O)c1cc2c(=O)n3ccccc3nc2n(Cc2ccco2)c1=NC(=O)c1ccc(Br)cc1,-15.7,-21.2,7.8,-8.9,4.9,-3.4,x,8.8,0.6

3 of the entries above in order of their number in TRHR enhancer, highest first.
| compound | RXFP1 antag | D1 antagonist | D2 potentiator | TRHR enhancer | TRHR ag | D1 PAM | D2 antagonist | D1 agonist |
| --- | --- | --- | --- | --- | --- | --- | --- | --- |
| COc1cc(C)nc(Oc2ccc(=O)n(C)n2)n1 | x | 2.2 | 6.9 | 3.9 | 0.6 | 9.2 | -18.0 | 3.1 |
| C=C(C)C(=O)Nc1cccc(C2=NOC3(C2)C[C@@H](C(N)=O)N(C(=O)/C(C)=C/C)C3)c1 (some centres not stated) | x | 3.5 | -6.8 | 3.3 | -0.1 | 3.2 | -23.4 | 0.8 |
| O=C(c1ccc(S(=O)(=O)N2CCCC2)cc1)N1CCN(S(=O)(=O)c2cccc(F)c2)CC1 | 2.6 | -6.8 | -0.1 | -0.6 | -0.1 | -3.6 | -19.2 | 0.4 |

Remaining list, next part.
smiles,RXFP1 antag,D1 antagonist,D2 potentiator,TRHR enhancer,TRHR ag,D1 PAM,D2 antagonist,D1 agonist,D2 ag
Cc1ccc(C(=O)O)cc1-c1ccc(/C=C2/NC(=O)N(c3ccccc3)C2=O)o1,-7.9,-22.0,9.4,8.9,0.5,-1.6,-10.5,1.9,2.4
C=CCn1c(C)nnc1SCC(=O)Nc1nc(C)c(C(=O)N(C)C)s1,5.7,3.0,0.2,0.2,1.0,0.2,2.3,3.9,-2.5
Cc1cc(C(=O)OCC(=O)N(C)c2ccccc2)ccc1[N+](=O)[O-],3.3,-23.5,x,35.0*,-0.7,-7.3,x,-0.3,x
CC(C)c1ccccc1NC(=O)CCc1nc2ccccc2s1,0.1,0.5,-6.6,-3.7,0.0,-4.8,-6.1,1.5,-0.7
CNC(=S)N(Cc1cccs1)Cc1cc2cc(OC)c(OC)cc2[nH]c1=O,8.3,9.7,-6.0,1.7,-0.3,-6.7,-12.6,0.6,-0.5
CC(=O)Nc1ccccc1OCc1cc(=O)n2c(C)csc2n1,x,-7.8,10.3,1.5,0.5,-0.5,x,0.9,0.2
CCOc1ccccc1CN1CCN(Cc2cc3ccccc3[nH]2)CC1CCO (configuration not stated),-24.4,30.6,15.8,24.6,-0.3,0.2,-2.9,4.3,-0.3
COc1ccc(OC)c(-n2c(-c3ccn[nH]3)n[nH]c2=S)c1,2.6,11.5,-5.7,-1.1,-0.1,-4.0,8.9,1.7,0.3
c1ccc(-n2cnc3ccccc32)cc1,8.8,-11.2,3.2,-2.8,-0.5,-2.9,-4.9,-0.3,0.5
O=C(O)c1cccc(-n2cccc2/C=C2/NC(=O)N(Cc3ccccc3F)C2=O)c1,8.6,5.5,2.3,-5.9,1.1,-7.8,15.1,2.1,-4.1
COc1ccccc1NS(=O)(=O)c1cccc(NC(=O)Nc2ccc(Cl)cc2)c1,-14.2,-16.0,0.9,4.3,0.6,-7.5,-16.2,14.8,1.1
CCCCNC(=O)/C=C/c1ccc(OC)c(Br)c1,3.2,-30.5*,0.7,-4.0,-1.3,-11.8,-33.4,0.1,-0.4
CCOC(=O)Cn1cnc2c(cnn2-c2ccccc2)c1=O,-3.9,-0.7,-3.6,-6.0,-0.1,-6.1,14.4,-0.4,-0.1
COc1ccccc1CNC(=O)C(C)n1c(=O)cc(C(F)(F)F)c2c(C)nn(C)c21 (configuration not stated),-10.6,7.8,1.2,0.7,-0.5,-6.2,x,2.5,x
C=CCn1c(SCC(=O)Nc2ccc(OC)cc2)nc2ccccc2c1=O,-1.0,-1.1,10.2,-12.2,-0.1,-1.8,-8.9,-3.5,-1.6
